rCAG RNA binder: binders of r(CAG) RNA repeats, primary screen, biochemical, fluorescence | r(CAG) RNA repeat, TO-PRO-1 dye displacement fluorescence | inhibition, % at 3 µM | AID 651821, 2012 | hit rate 1.3% among 370,000;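 active = inhibition above the plate cutoff, the mean of all test compounds on that plate plus 3 SD, cut at about 35% in these data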;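 note: 0% = DMSO alone and 100% = 100 µM mitoxantrone as full dye displacement; higher means more dye released from RNA so lower well fluorescence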
HGIII-sPLA2 inh: human group III sPLA2 inhibitors, primary screen, biochemical, QFRET, BODIPY PC-A2 liposome substrate; QFRET BODIPY PC-A2 liposome hydrolysis, fluorescence; inhibition, % at 12.2 µM; hit rate 0.56% among 370,000; AID 743126, 2013;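 active = inhibition above mean plus 3 SD of compounds lying within the high and low control bounds, cut at about 19% in these data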;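 note: 0% = median of test compound wells and 100% = no enzyme DMSO wells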
Target sequence (Q9NZ20 whole entry, looked up): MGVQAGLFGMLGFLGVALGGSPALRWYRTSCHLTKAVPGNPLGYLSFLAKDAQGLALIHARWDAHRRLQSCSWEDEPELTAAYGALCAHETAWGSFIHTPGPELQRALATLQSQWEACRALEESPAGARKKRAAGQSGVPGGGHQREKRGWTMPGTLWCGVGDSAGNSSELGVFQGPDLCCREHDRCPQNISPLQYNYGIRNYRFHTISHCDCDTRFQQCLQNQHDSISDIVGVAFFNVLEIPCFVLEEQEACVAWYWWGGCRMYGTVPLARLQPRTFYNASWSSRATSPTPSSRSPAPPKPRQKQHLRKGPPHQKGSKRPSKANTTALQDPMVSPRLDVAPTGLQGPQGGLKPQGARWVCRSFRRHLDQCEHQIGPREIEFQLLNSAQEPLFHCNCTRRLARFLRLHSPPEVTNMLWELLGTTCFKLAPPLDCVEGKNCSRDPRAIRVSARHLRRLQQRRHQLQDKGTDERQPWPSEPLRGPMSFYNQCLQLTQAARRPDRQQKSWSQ
FXN GAA850 act: FXN promoter activators, primary screen, cell-based, luciferase luminescence, HEK293 lucGAA850. activation, % at 6 µM. hit rate 0.56% among 360,000. HEK293 lucGAA850 FXN promoter luciferase reporter, 24 h; percent of 10 µM SAHA response;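 active = activation above the average of all compounds screened plus 3 SD, cutoff fixed separately per campaign, cut at about 7.5% in these data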;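 note: 0% = DMSO wells and 100% = 10 µM SAHA wells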
ASAP1 inh: inhibitors of human ASAP1 ArfGAP activity, primary screen, biochemical, fluorescence polarization. Arf-GAP with SH3 domain, ANK repeat and PH domain-containing protein 1 (Homo sapiens), …. hit rate 0.19% among 360,000. inhibition, % at 16.5 µM. ASAP1-stimulated ARF1 GTP hydrolysis, GDP FP detection; in the data active = inhibition above about 25%;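 note: 0% = vehicle with enzyme and substrate and 100% = no enzyme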
Target sequence (Q9ULH1 325-724 limits assumed): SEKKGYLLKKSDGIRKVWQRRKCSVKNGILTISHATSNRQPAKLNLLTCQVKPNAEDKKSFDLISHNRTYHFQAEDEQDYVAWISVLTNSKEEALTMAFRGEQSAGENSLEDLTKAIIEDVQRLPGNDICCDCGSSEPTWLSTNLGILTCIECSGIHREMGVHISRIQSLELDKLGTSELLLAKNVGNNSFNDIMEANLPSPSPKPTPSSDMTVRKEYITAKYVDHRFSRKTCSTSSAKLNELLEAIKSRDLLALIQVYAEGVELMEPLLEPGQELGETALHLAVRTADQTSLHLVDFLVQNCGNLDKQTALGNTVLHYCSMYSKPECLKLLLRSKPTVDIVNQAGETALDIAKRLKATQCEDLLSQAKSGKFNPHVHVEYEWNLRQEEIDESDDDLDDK
proKLK7 act: proKLK7 zymogen activators, primary screen, biochemical, fluorescence intensity; activation, % at 7 µM; purified proKLK7, EDANS-DABCYL substrate fluorescence; 100% is mature enzyme control, 0% vehicle; hit rate 0.9% among 370,000; AID 652039, 2013; Kallikrein-7 (Homo sapiens), P49862;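 active = activation above the mean of all tested compounds plus 3 SD, computed per campaign excluding outliers beyond control limits, cut at about 13% in these data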
ARFGAP1 inh: inhibitors of rat ARFGAP1 GAP activity, primary screen, biochemical, fluorescence polarization, GDP tracer; ADP-ribosylation factor GTPase-activating protein 1 (Rattus norvegicus), Q62848; hit rate 0.26% among 360,000; inhibition, % at 16.5 µM; Arfgap1-stimulated ARF1 GTP hydrolysis, GDP FP detection;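 active = inhibition above a per-plate limit, mean inhibition of low control wells plus 3 SD, cut at about 25% in these data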;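 note: 0% = DMSO wells with enzyme and 100% = wells lacking Arfgap1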
Target sequence (Q62848 1-136 limits assumed): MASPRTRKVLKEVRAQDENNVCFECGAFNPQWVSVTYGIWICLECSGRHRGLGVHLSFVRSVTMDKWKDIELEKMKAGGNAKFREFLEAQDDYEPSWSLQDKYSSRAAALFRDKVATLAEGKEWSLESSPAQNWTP
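Material: rat Arfgap1 GAP domain (His6, aa 1-136), purified enzyme. Also added: human ARF1(Δ1-17)-GTP substrate. Compound dosing: 16.5 µM single point, 1.26% DMSO. Timing: enzyme reaction 120 min at 25 °C after 20 min preincubation. Signal: GDP detection by fluorescence polarization. Read-out basis: percent inhibition of GAP-stimulated GDP formation, scaled between DMSO and no-Arfgap1 medians.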
GC-A act: GC-A stimulated cGMP production enhancers – HEK293 GC-A cells, cGMP TR-FRET, EC30 ANP, primary screen; 0% at EC30 ANP, 100% saturating ANP; hit rate 0.14% among 370,000; Atrial natriuretic peptide receptor 1 (Homo sapiens), P16066; activation, % at 10 µM; AID 1671463, 2021; in the data active = activation above about 40%
ADAM10 inh: human ADAM10 inhibitors, primary screen, biochemical, QFRET, HTS. hit rate 0.62% among 370,000. AID 720582, 2013. recombinant ADAM10, EDANS/DABCYL FRET peptide cleavage, 3 h. Disintegrin and metalloproteinase domain-containing protein 10 (Homo sapiens), O14672. inhibition, % at 7 µM;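 active = inhibition above a per-campaign cutoff equal to the mean of compounds falling between control-based bounds plus 3 SD, cut at about 20% in these data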;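 note: 0% = DMSO wells while the 100% control is not disclosed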
GC-B act: human GC-B receptor activators, primary screen, HEK293 GC-B cells, cGMP TR-FRET, EC30 CNP; Atrial natriuretic peptide receptor 2 (Homo sapiens), P20594; 0% at EC30 CNP, 100% saturating CNP; activation, % at 10 µM; hit rate 0.11% among 370,000; AID 1920062, 2024;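 active = activation at 10 µM reaching about 35% in either raw or pattern-adjusted values, limit read from the data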
DDE Tn6 FP inh: inhibitors of Tn6 peptide binding to fibrin DD(E), primary screen, biochemical, fluorescence polarization, human fibrin, Tn6 probe; Fibrin DD(E) TRITC-Tn6 fluorescence polarization displacement; Fibrinogen beta chain (Homo sapiens), P02675; inhibition, % at 8.3 µM; AID 720509, 2013; hit rate 0.21% among 370,000;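 active = inhibition above a per-campaign cutoff: mean of compounds within control limits plus 3 SD, cut at about 15% in these data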;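 note: 0% = median of all compound wells on the plate and 100% = blocking peptide control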
Starred values were filed as active, the others as inactive; . = no result given.

SMILES	rCAG RNA binder	HGIII-sPLA2 inh	FXN GAA850 act	ASAP1 inh	proKLK7 act	ARFGAP1 inh	GC-A act	ADAM10 inh	GC-B act	DDE Tn6 FP inh
CC1=C2C(=O)OC(c3ccoc3)C2(C)CCC1 (stereo not given)	0.7	7.4	-0.9	-10.4	0.0	-11.1	-0.9	7.5	3.4	4.2
O=C1N/C(=N/S(=O)(=O)c2ccccc2)S/C1=C/c1cccnc1	14.5	-14.7	3.6	-0.4	-0.8	-9.3	0.2	0.0	2.4	10.7
O=C(CSc1nnc(-c2cnccn2)n1-c1ccccc1)Nc1ccc2c(c1)OCCO2	0.9	4.4	.	.	0.1	.	-2.4	-6.4	1.2	-2.0
CN(C(=O)c1cccnc1)c1nnc(-c2cnccn2)s1	-2.1	8.4	2.0	4.6	42.4*	12.2	0.3	-9.5	-7.9	0.4
COc1ccc(N2C(=O)C(Cl)=C(Nc3c(C)n(C)n(-c4ccccc4)c3=O)C2=O)cc1	4.8	14.2	-1.4	2.5	-0.3	-5.1	.	-14.8	.	-1.7
O=C(NNC(=O)c1cccnc1)Nc1ccc([N+](=O)[O-])cc1	-0.9	3.8	2.0	-0.7	-0.5	10.0	0.1	-0.8	-0.4	-6.4
COCC(=O)NC1CCN(C(=O)NCc2ccccc2)CC1	2.4	3.9	1.9	8.0	-0.5	4.3	2.9	0.0	0.9	10.1
Cc1cc(-c2ccc(/C=N/n3cnnc3)o2)c(C)c([N+](=O)[O-])c1	5.6	3.2	1.6	4.8	-0.6	8.3	-3.8	-10.6	-5.8	2.9
CCOc1[nH]n(-c2ccccc2)c(=O)c1C=Nc1ccc(F)cc1F	1.0	7.6	1.2	0.5	0.5	1.3	-3.2	-6.0	-0.2	10.5
Cn1nnc2cc(C(=O)Nc3ccc(Cl)cc3)ccc21	1.3	12.2	4.4	9.8	0.1	3.9	1.2	4.4	-1.4	-4.7
CCOC(=O)c1c(NC(=S)Nc2ccc(OCC)cc2)sc2c1CCN(C)C2	-4.1	-2.8	0.5	6.9	2.8	1.6	10.4	-19.8	2.8	5.4
COc1ccccc1NC(=O)N(CCN(C)C)Cc1cc2cc(C)ccc2[nH]c1=O	-1.1	-16.2	-0.8	0.8	-0.7	-10.7	-0.9	-9.0	2.8	-4.2
O=C(COC(=O)/C=C/c1cc(Br)ccc1F)Nc1ccc2[nH]c(=O)[nH]c2c1	13.7	-5.0	-1.1	5.8	0.3	-1.3	-3.3	-13.5	-5.1	-16.4
Cc1cc(C)c2c(N)c(C(=O)N/N=C/c3ccccc3)sc2n1	19.8	-2.7	2.6	10.0	-0.3	1.1	-5.6	-62.7	-5.8	-6.7
C[C@H](NC(=O)c1cc2cc(Cl)ccc2n1C)C(=O)N1CCC[C@H]1C(=O)O	6.3	12.7	1.2	-4.9	-0.5	2.1	0.5	-40.0	-2.3	0.3
S=C1CSc2ccccc2N1	-3.3	13.8	1.4	0.3	0.4	-11.3	5.8	8.9	2.5	0.0
O=S(=O)(NCCCSc1ccccc1)c1ccccc1F	-1.1	-7.5	1.6	1.4	0.5	6.2	2.8	-0.7	0.3	-2.7
C=CC[C@@H](Cc1ccc(F)cc1)C(=O)OC[C@H]1CCCN1C(=O)[C@H](CC=C)CC(=O)N(CCO)Cc1ccccc1	0.1	-14.2	-5.5	0.0	0.3	13.0	-17.0	-2.2	-12.3	-6.7
O=C(CN1C(=O)NC2(CCCCC2)C1=O)NCc1cccs1	-0.3	7.8	2.6	0.1	-1.1	3.6	-7.6	-3.5	-1.0	-2.8
Cc1ccc(Nc2cc(-n3nc(C)cc3C)ncn2)cc1	3.9	1.7	-1.2	4.3	-0.2	-8.0	-6.2	4.3	-13.2	-8.8
COC(CNC(=O)c1ccc2c(c1)ncn2C1CCCCCC1)OC	-6.7	-1.0	0.6	-6.4	0.4	0.0	-5.0	3.1	-3.7	-1.1
Cn1nc(CC(=O)Nc2ccc3c(c2)OCCO3)c2ccccc2c1=O	-1.7	-0.4	-4.0	-21.3	0.1	4.2	0.8	-1.5	-3.1	-3.3
O=C(OCCN1CCCCC1)c1ccccc1F	-1.6	0.9	1.8	5.7	-0.3	-1.6	3.6	3.2	5.6	-4.0
CCN1CCN(CC(O)COc2ccc(Cl)cc2)CC1 (stereo not given)	-1.4	3.5	0.0	-23.3	-0.1	0.6	1.4	3.9	-0.2	4.2
O=C(NCc1ccccc1F)C1CCC(CNS(=O)(=O)c2cccc3cccnc23)CC1 (stereo not given)	2.4	-5.7	.	.	-0.1	.	2.1	-1.0	11.0	3.0
Cc1ccc(C(=O)OCC(=O)N(C)c2c(N)n(Cc3ccccc3)c(=O)[nH]c2=O)s1	-0.8	0.3	1.6	-0.2	0.0	0.3	1.3	1.9	0.3	-1.2
CCCCC1CC(=O)NC1(C(=O)OCC)C(=O)OCC (stereo not given)	-1.9	5.9	1.1	11.0	0.7	-1.8	0.0	-5.2	-8.4	-14.9
CC1=C(C(=O)N(C)C)CC(CC(=O)NCCc2ccccn2)C(=O)N1Cc1ccccc1 (stereo not given)	-0.1	7.0	-1.9	13.0	-0.7	2.6	3.9	-8.2	-2.9	-0.4
O=c1c2cc(NC(=S)NC3CCCC3)ccc2nc2n1CCCCC2	-0.7	6.3	2.6	6.5	0.1	15.0	0.6	-18.9	0.5	9.6
CCCN(Cc1nnc(-c2cccs2)o1)C(=O)CN1C(=O)NC2(CCCCC2)C1=O	-2.6	5.9	1.3	-5.1	0.2	4.3	0.4	-8.3	-1.7	4.0
COc1cccc(-n2cnc3sc(C)c(C)c3c2=O)c1	0.7	-5.1	9.3*	-6.0	-0.5	8.6	-0.2	5.0	0.4	2.5
Cc1ccc(C(C)(C)C)c(OCCN2CCCC2)c1	-5.6	2.6	0.3	2.7	0.6	0.7	-1.1	-5.2	-0.8	-3.4
COc1cc(C(=O)OCC(=O)Nc2c(C)n(C)n(-c3ccccc3)c2=O)c([N+](=O)[O-])cc1OC	-2.1	-1.7	2.3	0.1	0.1	-2.2	-5.5	-1.8	-1.3	4.3
Cc1ccc(O)c(-c2cc(C(=O)Nc3ccc(S(=O)(=O)Nc4nc(C)cc(C)n4)cc3)[nH]n2)c1	55.0*	-54.6	-0.1	12.9	0.3	14.7	-2.7	7.7	-3.5	-3.6
CCOc1ccc(N=C2NN=C(c3cc(C)n(CC4CCCO4)c3C)CS2)cc1 (stereo not given)	10.5	-5.6	1.8	-3.2	0.0	0.4	0.5	-1.1	-7.2	5.1
Cc1onc(-c2ccccc2)c1C(=O)Nc1ccc(-c2nnc3n2CCCCC3)cc1	3.5	-4.0	0.5	5.1	-0.3	2.7	-1.1	-1.8	-2.6	8.9
Cn1c(=O)c2c(ncn2CC(=O)OCC(=O)Nc2ccc(F)cc2Cl)n(C)c1=O	0.6	7.3	0.0	4.1	-0.1	-0.5	-3.0	-18.6	-2.8	-7.5
Cc1ccc(Oc2ccc(NC(=O)CSc3n[nH]c(N)n3)cc2)cc1	3.4	-19.2	1.2	-11.9	-0.4	9.3	1.4	3.9	3.1	-4.3
CC(Oc1ccc2c(-c3ccccc3)cc(=O)oc2c1)C(=O)N1CCOCC1 (stereo not given)	0.4	5.3	-0.9	-4.4	0.8	-12.5	-2.3	-16.8	0.9	-1.1
COc1ccc(-c2cc(C(=O)NCc3ccc(Cl)cc3)no2)cc1OC	-2.9	0.9	0.1	-1.5	0.3	-20.7	2.2	-4.8	-2.1	2.5

Taken from above:
rCAG RNA binder result of O=C(OCCN1CCCCC1)c1ccccc1F is entered as -1.6
GC-A act result of O=c1c2cc(NC(=S)NC3CCCC3)ccc2nc2n1CCCCC2 is entered as 0.6

The main list resumes with the two entries that preceded the break.
SMILES	rCAG RNA binder	HGIII-sPLA2 inh	FXN GAA850 act	ASAP1 inh	proKLK7 act	ARFGAP1 inh	GC-A act	ADAM10 inh	GC-B act	DDE Tn6 FP inh
CC(Oc1ccc2c(-c3ccccc3)cc(=O)oc2c1)C(=O)N1CCOCC1 (stereo not given)	0.4	5.3	-0.9	-4.4	0.8	-12.5	-2.3	-16.8	0.9	-1.1
COc1ccc(-c2cc(C(=O)NCc3ccc(Cl)cc3)no2)cc1OC	-2.9	0.9	0.1	-1.5	0.3	-20.7	2.2	-4.8	-2.1	2.5
CCOC(=O)c1ccc(-c2ccc(/C=N/NC(=O)CN(c3ccccc3Br)S(C)(=O)=O)o2)cc1	5.0	4.4	5.6	-6.2	-2.3	5.9	2.0	-23.1	-7.5	1.7
Cc1ccc(N(CCC#N)C(=O)CSc2nc3ccccc3c(=O)[nH]2)cc1	2.4	0.3	-0.2	-15.4	-0.1	9.2	1.8	1.9	-0.7	3.1
CS(=O)(=O)N1N=C(c2ccco2)CC1c1ccccc1 (stereo not given)	5.4	-2.3	2.3	-5.8	-0.3	-15.0	-0.2	-3.4	-1.0	-1.6
CCOc1ccc(NC(=O)C2CCCN(C)C2)cc1 (stereo not given)	1.2	-4.0	0.4	15.5	-0.1	1.4	0.8	-3.2	-0.7	-1.8
O=C(COC(=O)/C=C/c1cccc(Cl)c1)NCCc1ccc(Cl)cc1Cl	1.2	16.7	-0.1	-3.4	0.3	-2.0	1.2	-11.5	-0.5	-0.9
CCOC(=O)Nc1ccccc1N1C(=O)c2ccccc2C1=O	-3.3	1.1	0.4	-2.7	-0.1	6.8	-0.2	-9.5	4.9	3.9
Cc1ccccc1NC(=O)C1CCCN(C(=O)NCc2ccccc2)C1 (stereo not given)	-2.4	1.7	0.2	-9.7	-0.3	7.1	0.6	-5.0	6.4	-3.5
CCOC(=O)C1CC2CC(C1)CN(C(=O)C1CCCCC1)C2 (stereo not given)	-2.9	-3.2	1.8	10.6	-0.6	2.7	-0.3	-8.9	6.6	8.3
CCC1CCCCN1S(=O)(=O)c1ccc(NC(=O)C2CCCO2)cc1 (stereo not given)	1.9	2.9	2.0	-17.5	-0.6	-8.4	0.8	8.9	4.0	1.6
COc1cccc(NC(=O)/C=C/c2ccc(S(=O)(=O)N3CCOCC3)cc2)c1	11.0	-19.7	1.2	12.4	0.9	1.9	-1.8	-1.2	-0.2	-10.6
CCc1ccc2[nH]c(=O)c(CN(CCN(CC)CC)C(=O)Nc3ccccc3OC)cc2c1	-2.5	2.7	0.4	-13.4	0.2	4.8	-1.5	-13.2	2.6	5.2
Cc1nnc(SCC(=O)NCCN2C(=O)CSC2=O)s1	0.7	5.2	0.7	-1.1	0.1	19.1	6.2	-5.3	4.2	5.4
CCCN(CC(=O)Nc1ccccc1C)C(=O)c1cccc(-n2cnnn2)c1	-3.0	0.8	0.2	9.4	0.6	4.2	0.6	-4.2	-2.4	-2.8

Bioassay records deposited in PubChem by several laboratories.
